# Bioassay records deposited in PubChem BioAssay by The Scripps Research Institute Molecular Screening Center.
# MITF inh: MITF inhibitors, primary screen, biochemical, AlphaScreen, human | actives 0.91% (n = 650,000) | inhibition, % at 2.6 µM | AlphaScreen MITF homodimerization, bead proximity signal | Microphthalmia-associated transcription factor (Homo sapiens), O75030; in the data active = inhibition above about 50%;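 note: 0% = vehicle wells with protein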
# FBW7 activator: FBW7 E3 ligase activators, primary screen, biochemical, AlphaScreen, human | F-box/WD repeat-containing protein 7 (Homo sapiens), Q969H0 | AlphaScreen FBW7–phospho-cyclin E peptide binding, activator screen | normalized activity (activation), % at 26.1 µM | actives 0.13% (n = 650,000) | AID 1259310, 2017; in the data active = normalized activity above about 1.9%;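 note: purified mutant Fbw7 with reduced substrate affinity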
# Target sequence (Q969H0 whole entry, looked up): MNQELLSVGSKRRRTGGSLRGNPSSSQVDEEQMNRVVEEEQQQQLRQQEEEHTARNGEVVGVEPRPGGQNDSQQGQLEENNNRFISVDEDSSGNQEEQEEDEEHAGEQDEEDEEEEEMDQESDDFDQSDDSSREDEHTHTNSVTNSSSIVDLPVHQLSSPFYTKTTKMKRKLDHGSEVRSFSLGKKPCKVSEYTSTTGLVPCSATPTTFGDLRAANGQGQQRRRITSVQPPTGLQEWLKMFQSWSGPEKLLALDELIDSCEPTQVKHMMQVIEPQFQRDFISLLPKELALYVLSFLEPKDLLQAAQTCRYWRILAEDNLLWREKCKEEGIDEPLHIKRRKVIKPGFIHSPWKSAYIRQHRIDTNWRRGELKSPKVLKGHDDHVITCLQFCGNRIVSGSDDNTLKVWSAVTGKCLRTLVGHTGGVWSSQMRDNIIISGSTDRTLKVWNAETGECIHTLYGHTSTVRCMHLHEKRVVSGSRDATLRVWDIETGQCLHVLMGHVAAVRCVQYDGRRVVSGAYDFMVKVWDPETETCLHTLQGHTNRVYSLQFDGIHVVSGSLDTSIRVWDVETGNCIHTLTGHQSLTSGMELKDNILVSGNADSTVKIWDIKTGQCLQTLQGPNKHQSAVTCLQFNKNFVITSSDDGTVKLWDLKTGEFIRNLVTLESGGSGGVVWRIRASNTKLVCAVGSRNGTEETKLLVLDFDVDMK
# GPR151 ag: activators of human GPR151, primary screen, cell-based, PathHunter beta-arrestin, luminescence. G-protein coupled receptor 151 (Homo sapiens), Q8TDV0. PathHunter beta-arrestin GPR151 cells. activation, % at 11.2 µM. actives 1% (n = 650,000). AID 1508602, 2020; in the data active = activation above about 4.9%;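 note: 0% = median of compound wells and 100% = cells with positive control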
# TEAD-YAP inh: TEAD-YAP interaction inhibition, primary screen, TEAD-YAP interaction inhibitor project, luminescence, HEK-TIYL cells; inhibition, % at 9.12 µM; TEAD-Gal4/YAP UAS-luciferase luminescence; actives 1.4% (n = 640,000); AID 1259422, 2018; in the data active = inhibition above about 32%;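 note: 0% = median of test compound wells and 100% = reference inhibitor wells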
# * marks the source's active call; other numbers are inactive results; / = no result given; & = joins results of further samples; ! = a repeat was not active. These rows are one share of the data; rates above refer to the full screens.
No. | Compound | MITF inh | FBW7 activator | GPR151 ag | TEAD-YAP inh
1 | COc1cc2c(cc1-c1cc3cc4ccoc4cc3oc1=O)OCO2 | 18 | 0.2 | -0.2 | 9
2 | Cc1nc2cc(F)ccc2n1C1CCN(Cc2nnnn2CCc2ccccc2)CC1 | -5 | -0.1 | 0.0 | -9
3 | O=c1c2cc(I)ccc2nc(/C=C/c2ccco2)n1-c1ccccc1 | 2 | 0.1 | 1.1 | -8
4 | Cc1cccc(COc2ccc(/C=C/[N+](=O)[O-])cc2)c1 | -2 | 0.1 | -2.9 | -34
5 | CCN1CCN(C(c2cccs2)C(C)NC(=O)Oc2ccccc2)CC1 (centres undefined) | 8 | 0.0 | 1.3 | 3
6 | O=c1cccc2n1CC1CC2CN(C(=S)Nc2ccc(C(F)(F)F)cc2)C1 (centres undefined) | 1 | 0.0 | 0.4 | -1
7 | CCCCNC(=O)CC(O)C(Cl)(Cl)Cl (centres undefined) | -19 | -0.2 | -0.8 | 0
8 | CCOC(=O)C(O)(c1ccc(N(CC)S(=O)(=O)c2ccc(C)cc2)cc1)C(F)(F)F (centres undefined) | -8 | 0.1 | -1.2 | -3
9 | O=C(c1nc2ccccc2s1)N1CC2CC(C1)c1cccc(=O)n1C2 (centres undefined) | -4 | -0.1 | -1.1 | 2
10 | CCN1CCN(Cc2cc(OC)c(OC)cc2[N+](=O)[O-])CC1 | 5 | -0.1 | 1.6 | -4
11 | CN1C(=O)NC(=O)/C(=C/c2cc(Br)cc(Cl)c2O)C1=O | -1 | -0.6 | -0.3 | -4
12 | Clc1ccc(CN2CCN(Cc3ccc(Cl)cc3)CC2)cc1 | 32 | 0.0 | -0.8 | -2
13 | CCOC(=O)c1ccc(N2C(=O)c3cc(N(C)C)ccc3P2(=S)N2CCCC2)cc1 (centres undefined) | 4 | 0.2 | -0.7 | 5
14 | COC(=O)c1cccc(N2Cc3ccccc3C2=N)c1 | 6 | -0.1 | -0.3 | -2
15 | CC(C)N1CCN(Cc2ccccc2C(F)(F)F)CC1 | 61* | -0.1 | 0.2 | 6
16 | O=C(NC(O)C(Cl)(Cl)Cl)c1ccncc1 (centres undefined) | 4 | 0.3 | -0.7 | 6
17 | COc1ccccc1CCNCc1ccc(C)cc1 | 24 | -0.1 | 1.1 | 11
18 | CN1CCc2c(sc3c2C(=O)NC(c2cccnc2)N3)C1 (centres undefined) | 6 | 0.1 | -1.4 | 11
19 | Cc1ccc(Cn2nc(C)c(C(=O)O)c2Cl)cc1 | -13 | 0.1 | -0.4 | 2
20 | C[N+](C)(C)CC(=O)Nc1ccc(Br)cc1C(=O)c1ccc(Cl)cc1 | 4 | 0.0 | 0.4 | 1
21 | COc1cccc(CN2CCN(C(=O)COc3ccccc3)CC2)c1 | 29 | 0.0 | -0.6 | 6
22 | Nc1n[nH]c(CCc2nc(N)n[nH]2)n1 | 5 | 0.1 | 0.4 | 4
23 | CC(CS(=O)O)C(=O)Nc1ccccc1 (centres undefined) (tested in a mixture with another compound) | 13 | 0.8 | -0.5 | 0
24 | COc1ccc(-n2c(C)nc3cc(C(=O)N4CCC5(CC4)OCCO5)ccc32)cc1 | -15 | 0.1 | 1.3 | -4
25 | COc1cc(OC)c(OC)cc1CN1CCN(C(C)C)CC1 | 68* | -0.1 | -2.0 | 7

# The list continues.
No. | Compound | MITF inh | FBW7 activator | GPR151 ag | TEAD-YAP inh
26 | N#Cc1c(Cl)c(Cl)nc(N2CCCNCC2)c1Cl | -5 | 0.0 | 6.1* | 0
27 | O=c1c2ccccc2nc(-c2ccccc2)n1-c1cccc([N+](=O)[O-])c1 | -10 | 0.0 | -0.9 | 7
28 | Cc1ccc(CN2CCN(C)CC2)c(C)c1 | 1 | -0.2 | -0.1 | 1
29 | O=c1[nH]c2ccccc2c(=O)n1-c1ccccc1F | -7 | -0.1 | 0.5 | -3
30 | CC(=O)c1c(O)n(C)c(=S)n(C)c1=O | -19 | -0.1 | -0.7 | 1
31 | CCC(C)N1CCN(Cc2ccc(Br)cc2)CC1 (centres undefined) | 71* | -0.1 | -0.2 | -8
32 | C=CCN1CC[C@]23c4c5ccc(O)c4OC2/C(=N/N=C2\CCC4(O)C6Cc7ccc(O)c8c7[C@@]4(CCN6CC=C)C2O8)CCC3(O)C1C5 (some centres undefined) | 13 | -0.4 | -1.0 | /
33 | c1cc(CNCCc2ccc3c(c2)OCO3)ccn1 | 22 | -0.1 | 2.3 | 3
34 | Brc1ccccc1CN1CCN(Cc2ccc3c(c2)OCO3)CC1 | 60* | -0.2 | -0.6 | 4
35 | CN(C)C(=O)Oc1cccc(-c2c(C#N)c(N)n3c(nc4ccccc43)c2C#N)c1 | 4 | -0.1 | 0.5 | -20
36 | O=C(c1ccc(F)c([N+](=O)[O-])c1)N1CC2CC(C1)c1cccc(=O)n1C2 (centres undefined) | 2 | 0.2 | 0.2 | 9
37 | CCCC(=O)OCC[N+](C)(C)C | 9&10 | -0.1&-0.2 | 0.7&-0.4 | -8&-9
38 | Cc1ccc(/C=C2\C(=O)NC(=O)N(Cc3ccccc3Cl)C2=O)o1 | 4 | -1.1 | 0.6 | 4
39 | CN(C)CCc1nnn(C(C)(C)C)n1 | -6 | 0.2 | -0.1 | 5
40 | Cc1cc(OCc2ccc(Cl)cc2)c2c3c(c(=O)oc2c1)CCCC3 | 4 | 0.0 | -0.3 | 6
41 | CC(C)(C)NS(=O)(=O)c1ccc(OCC(=O)N2CCN(Cc3ccccc3)CC2)cc1 | 8 | 0.1 | 0.1 | 8
42 | Cc1cc(C)n2nc(C(=O)Nc3ccc(Cl)cc3C(=O)c3ccccc3F)nc2n1 | 3 | 0.1 | -0.1 | -2
43 | CC(=O)NC(Cc1ccc(N(CCCl)CCCl)cc1)C(=O)O (centres undefined) | 17 | -0.1 | 0.4 | 6
44 | CCOc1ccc(C(CN)CC(=O)O)cc1 (centres undefined) | 10 | -0.1 | -0.3 | 5
45 | O=C1NC(=S)NC(=O)C1=Cc1ccc(-c2ccccc2)o1 | 32 | 0.2 | 1.2 | 1
46 | CC(CN)CC(=O)O (centres undefined) | 4 | 0.0 | -1.2 | /
47 | O=[N+]([O-])[N-][n+]1cnn(Cc2ccccc2)c1 | -2 | 0.1 | -1.3 | -3
48 | c1coc(-c2nc3ccccc3[nH]2)c1 | 1 | -0.1 | -5.3 | -43
49 | O=C(Cc1ccccc1)N1CCN(Cc2csc(-c3ccccc3)n2)CC1 | 2 | -0.1 | -0.9 | 3
50 | COc1ccc(N2C(=O)/C(=C/c3ccc(Br)o3)C(=O)NC2=S)cc1 | 60* | 0.0 | -1.0 | 9

# New compounds follow:
No. | Compound | MITF inh | FBW7 activator | GPR151 ag | TEAD-YAP inh
51 | CN1CCN(c2c[nH]c(=O)[nH]c2=O)CC1 | -1 | -0.4 | -1.0 | -4
52 | O=C(Oc1cccc2cccnc12)c1ccc(Cl)c(S(=O)(=O)N2CCOCC2)c1 | 3 | -0.1 | 1.3 | 2
53 | CN1CCN(c2ccc([N+](=O)[O-])cc2)CC1 | -15 | -0.1 | 4.8 | 0
54 | CC(C)c1ccc(N2C(=O)NC(=O)/C(=C\c3cnc(-c4ccccc4)nc3)C2=O)cc1 | 8 | 0.1 | -0.2 | -2
55 | Cc1cc(/C=C2\C(=O)NC(=O)N(Cc3ccccc3)C2=O)c(C)n1C1CC1 | 2 | -0.5 | 0.3 | -1
56 | Cc1cc(C)cc(-n2c(C)cc(/C=C3\C(=O)NC(=O)N(C)C3=O)c2C)c1 | -6 | -0.8 | 0.2 | 6
57 | Cc1cccc(N2CCN(CC(=O)Nc3ccc(Br)cc3C(=O)c3ccccc3Br)CC2)c1 | 3 | -0.2 | 3.6 | -12
58 | CC12CCC(=O)C=C1CCC1C2CCC2(C)C(C(=O)O)CCC12 (centres undefined) | 0 | 0.1 | 2.0 | -4
59 | O=C1CC2(CCNCC2)Oc2ccccc21 | 14 | 0.1 | 1.3 | -3
60 | NC(=NCCC[C@H](N)C(=O)O)N[N+](=O)[O-] | -5 | 0.1 | 0.9 | /
61 | OC(c1ccccc1)(c1ccccc1)c1ccncc1 | -9 | 0.0 | 0.7 | 9
62 | CCC[C@@H]1NC(=O)[C@H]2CN(Cc3ccncc3)CCN2C1=O | 12 | 0.1 | 0.7 | 9
63 | O=C(CNS(=O)(=O)c1ccccc1)Nc1ccc(Cl)cc1C(=O)c1ccccc1 | 5 | -0.1 | -1.8 | 5
64 | NC(=O)c1ccc(N=Nc2c(O)[nH]c(=O)[nH]c2=O)cc1 | 4 | 0.1 | 3.2 | 13
65 | COC(=O)c1cc2c(cn1)[nH]c1ccccc12 | 1 | 0.2 | 0.7 | -2
66 | CCn1cc(C(=O)O)c(=O)c2ccc(C)nc21 | 9&-13&-2&2&-2 | -0.1&0.0&-0.1&-0.1&-0.1 | -2.2&-0.2&-1.1&-0.8&-2.7 | 5&7&5
67 | CC(C)c1ccc(NC(=O)CCc2nc(C3=CCN(C)CC3)no2)cc1 | 32 | 0.6 | 1.8 | -3
68 | CCCCn1c(=O)c(C(=O)Nc2ccc(Cl)cc2Cl)c(O)c2ccccc21 | 11 | 0.1 | 2.1 | -1
69 | O=C1NC(=O)N(Cc2ccc(F)cc2)C(=O)/C1=C\c1ccc(Br)s1 | -8 | -0.1 | -0.4 | -1
70 | N#Cc1ccc(NC(=O)COC(=O)c2cc3c(s2)CCC3)cc1Cl | 33 | 0.1 | -1.7 | 13
71 | CCOC(=O)C1C2NC(=S)NC1(C)Oc1ccc(OC)cc12 (centres undefined) | -16 | -0.3 | -0.5 | -7
72 | C[C@H](N)[C@H](O)c1ccc(O)c(O)c1 | 84* | -0.2&-0.2 | 5.7*! | -2
73 | CCSc1nc(NC(C)C)c2cnn(CCN)c2n1 | -12 | 0.1 | 1.3 | 1
74 | COc1ccc2cc(Br)ccc2c1CC(=O)N1CCN(C)CC1 | 2 | -0.1 | 2.2 | 6
75 | CC(C)N1CCN(Cc2cccc(Br)c2)CC1 | 82* | -0.1 | -0.3 | 12

# More records follow:
No. | Compound | MITF inh | FBW7 activator | GPR151 ag | TEAD-YAP inh
76 | O=c1[nH]oc2c1CCNC2 | 0&15&-1&-1 | -0.2&-0.1&0.0&0.0 | -1.0&-1.2&0.0&-0.4 | 1&0
77 | CCOc1ccc(CN2CCN(Cc3ccc(Cl)cc3)CC2)cc1 | 58* | -0.2 | -0.4 | 4
78 | Cn1cc(CCC(=O)N2CCC3(CC2)OCCO3)c2ccccc21 | -6 | 0.0 | 2.0 | -1
79 | CCCCCCc1cc(O)c2c3c(c(=O)oc2c1)CCC(C)C3 (centres undefined) | 2 | 0.2 | 1.8 | -2
80 | CN=C(C)c1c(O)n(C)c(=S)n(C)c1=O | 10 | 0.0 | 0.2 | 7
81 | CCOC(=O)C1(c2ccccc2)CCN(CC(=O)c2ccc(Br)cc2)CC1 | -6 | -0.1 | -1.7 | 0
82 | COc1cccc(CN2CCN(Cc3ccc(Cl)cc3)CC2)c1 | 79* | 0.0 | 3.5 | -19
83 | CCCN(CCC)C1CCc2cccc(O)c2C1 (centres undefined) | 17&20 | 0.6&0.1 | 0.0&1.7 | 0
84 | Cc1nc2c(c(-c3ccc(Cl)cc3)c1C#N)N1CCC2CC1 | 6 | 0.1 | 0.6 | 4
85 | O=C(CN1C2CCC1CC(O)(c1ccc(F)cc1)C2)NCC1CC1 (centres undefined) | 17 | 0.4 | -1.2 | 0
86 | COc1ccc(CCNC2C3CC4CC(C3)CC2C4)cc1OC (centres undefined) | 4 | 0.0 | 1.0 | 8
87 | N#Cc1ccc(NC(=O)COC(=O)c2cc[n+]([O-])cc2)cc1Cl | 0 | 0.1 | -0.1 | 7
88 | N=c1sccn1Cc1ccc(Cl)cc1Cl | 2 | 0.4 | -2.2 | 7
89 | O=Cc1cn(Cc2cccc([N+](=O)[O-])c2)c2ccccc12 | -4 | -0.6 | -1.2 | 48*
90 | [N-]=[N+]=CC(=O)OCC(N)C(=O)O (centres undefined) | -5 | 0.0 | 1.5 | 7
91 | O=[N+]([O-])c1ccc(N2CCNCC2)cc1N/N=C1/CN2CCC1CC2 | -13 | -0.1 | 0.5 | 9
92 | COc1ccc(C2C([N+](=O)[O-])=C(N)Oc3c2c(=O)oc2ccccc32)cc1OC (centres undefined) | 19 | 0.0 | 0.8 | -7
93 | NC(=O)c1cc([N+](=O)[O-])ccc1N1CCNCC1 | 4 | 0.1 | -0.9 | 5
94 | CCN1CCN(C(=O)Cc2cccs2)C(C(=O)N2CCOCC2)C1 (centres undefined) | 2 | -0.1 | -0.1 | -8
95 | CC(NCc1ccccc1C(F)(F)F)C(O)c1ccccc1 (centres undefined) | 0 | 0.0 | 1.5 | -3
96 | COc1ccc(CCN(C)C2CCCN(C(=O)Cc3ccsc3)C2)cc1OC (centres undefined) | -4 | -0.2 | 0.1 | -7
97 | COc1ccc(Cl)cc1N=Cc1c(O)n(C)c(=O)n(C)c1=O | -17 | -0.2 | 0.0 | -1
98 | OC1c2ccccc2CC1N1C2CCC1CC(O)(c1ccccc1F)C2 (centres undefined) | -7 | -0.3 | -0.8 | 2
